# Jurkat NFkB inh – lowers PMA/ionomycin-induced NF-kB signal in Jurkat cells; PMA/ionomycin-induced NF-kB luciferase reporter, luminescence; inhibition, % at 4 µM; 0.53% of 330,000 active; AID 435003; in the data active = inhibition above about 50%
# CCR6 antag – antagonists of human CCR6 receptor; inhibition, % at 20 µM; P51684; 0.49% of 340,000 active; CHO-K1 CCR6 PathHunter beta-arrestin, luminescence, CCL20-stimulated;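 active = compounds whose inhibition of the agonist-driven luminescence signal at 20 µM reaches about 50%, limit read from the data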;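 note: cells stimulated with CCL20 at 14 nM final; plate controls were DMSO with CCL20 for no effect and DMSO without agonist for full effect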
# Target sequence (P51684 whole entry, looked up): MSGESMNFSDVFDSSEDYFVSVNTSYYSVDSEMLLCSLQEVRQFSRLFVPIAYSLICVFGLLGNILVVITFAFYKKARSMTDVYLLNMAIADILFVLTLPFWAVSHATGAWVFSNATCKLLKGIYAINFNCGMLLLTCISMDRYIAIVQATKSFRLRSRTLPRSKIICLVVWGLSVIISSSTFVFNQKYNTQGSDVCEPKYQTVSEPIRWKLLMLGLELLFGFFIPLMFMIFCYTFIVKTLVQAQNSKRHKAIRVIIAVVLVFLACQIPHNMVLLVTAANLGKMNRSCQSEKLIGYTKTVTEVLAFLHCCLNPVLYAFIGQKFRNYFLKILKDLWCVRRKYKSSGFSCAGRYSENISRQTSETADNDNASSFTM
# EBI2 block – antagonists of human EBI2 receptor | inhibition, % at 5 µM | AID 651636 | 0.81% of 360,000 active | P32249 | EBI2 beta-arrestin recruitment, luminescence, 7a,25-OHC stimulated; in the data active = inhibition above about 38%;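 note: enzyme fragment complementation signal reports receptor beta-arrestin coupling in cells; 0% = agonist plus DMSO wells and 100% = wells without agonist; some results beyond the cut were filed as inactive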
# 697 NFkB inh – lowers PMA/ionomycin-induced NF-kB signal in 697 B cells. 697 B-cell NF-kB luciferase reporter, 16 h. inhibition, % at 4 µM. 0.33% of 330,000 active. AID 435022; in the data active = inhibition above about 35%
# APJ antagonist – antagonists of human APJ apelin receptor; P35414; CHO-K1 APJ beta-arrestin complementation, luminescence; inhibition, % at 20 µM; 0.32% of 330,000 active; AID 2521;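 active = inhibition above about 40% at 20 µM, limit read from the data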;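 note: cells challenged with 10 nM apelin-13 agonist together with compound; plate controls were apelin-13 plus DMSO wells for no effect and DMSO wells lacking apelin-13 for full effect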
# Target sequence (P35414 whole entry, looked up): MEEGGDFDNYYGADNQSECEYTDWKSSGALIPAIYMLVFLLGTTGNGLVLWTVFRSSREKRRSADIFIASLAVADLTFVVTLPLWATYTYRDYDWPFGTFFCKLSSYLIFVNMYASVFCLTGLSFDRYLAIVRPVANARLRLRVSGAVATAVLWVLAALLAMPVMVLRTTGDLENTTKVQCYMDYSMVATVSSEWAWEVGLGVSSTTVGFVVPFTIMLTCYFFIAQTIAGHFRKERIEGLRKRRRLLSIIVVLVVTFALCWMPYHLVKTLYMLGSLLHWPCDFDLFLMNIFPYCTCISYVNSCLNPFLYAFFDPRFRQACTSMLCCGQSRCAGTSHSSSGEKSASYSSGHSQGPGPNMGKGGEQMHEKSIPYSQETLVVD
# CXCR6 block – CXCR6 (human) receptor inhibition | O00574 | CHO-K1 PathHunter CXCR6 beta-arrestin, luminescence | inhibition, % at 20 µM | 0.36% of 360,000 active; in the data active = inhibition above about 34%, passing the limit was not always enough;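 note: antagonist mode with CXCL16 agonist at 10 nM final; 0% = 10 nM CXCL16 with DMSO and 100% = unstimulated wells without agonist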
# Gli-Sufu block – blocks Gli-Sufu signaling in a luciferase reporter; Sufu-KO-LIGHT fibroblasts, Gli luciferase reporter luminescence; inhibition, % at 5 µM; 0.74% of 340,000 active;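 active = inhibition above about 55%, limit read from the data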;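 note: 0% = DMSO-treated cells and 100% = wells with medium but no cells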
# UBC13 polyUb – inhibitors of human UBC13 polyubiquitin chain formation; P61088; TR-FRET; inhibition, % at 20 µM; 0.47% of 330,000 active; in the data active = inhibition above about 45%, passing the limit was not always enough
# Target sequence (P61088 whole entry, looked up): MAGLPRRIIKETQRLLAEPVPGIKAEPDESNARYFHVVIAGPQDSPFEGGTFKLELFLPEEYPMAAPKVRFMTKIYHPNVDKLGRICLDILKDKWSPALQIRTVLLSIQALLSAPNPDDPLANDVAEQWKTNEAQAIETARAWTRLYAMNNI
# * hit, by the source's call; . = not tested or not shown.
# Results follow in this order: Jurkat NFkB inh, CCR6 antag, EBI2 block, 697 NFkB inh, APJ antagonist, CXCR6 block, Gli-Sufu block, UBC13 polyUb
COc1ccc(OCc2ccc(C(=O)NN)cc2)cc1
  -40.4, -1.5, -10.5, -49.3, -60.5, -3.8, -18.3, -1.0
Cc1cc(C)c2nc(N3CCC(C(=O)N4CCCC4)CC3)sc2c1
  -30.8, -2.1, 1.7, -24.2, -1.9, 0.3, -9.8, -9.7
Cc1ccc(S(=O)(=O)Cc2ccc(C(=O)OCc3ccccc3)cc2)cc1
  4.0, -0.6, 8.3, 3.1, 8.4, -10.5, -2.3, 8.8
COC(=O)c1nnn(CC(=O)NC(=O)Nc2ccc(F)cc2)c1C(=O)OC
  3.8, -4.3, 5.0, 13.2, 4.7, -5.3, -1.5, 4.5
C[C@@H]1C(=O)O[C@H](C)[C@H]1C[C@@H](O)[C@](C)(O)C1CC[C@@]2(O)C3=CC(=O)[C@@H]4C[C@@H](O)[C@@H](O)C[C@]4(C)C3CC[C@]12C (stereo partly drawn)
  6.7, 14.2, -10.2, 12.6, -0.1, 4.4, -8.1, -10.9
N#CCSc1ccc(-c2nc3ccccc3[nH]2)cn1
  -66.0, -4.3, -0.6, -23.5, -25.6, -17.0, -55.6, -5.7
COc1ccc(C(=O)N2CCCC(c3ccccc3)=N2)cc1
  14.6, -1.6, 7.0, 24.9, 0.0, -4.8, 20.6, 10.1
Cc1cc(C(=O)COC(=O)Cc2ccc(Cl)cc2)c(C)n1C
  -2.5, 9.7, 0.4, 5.2, 11.8, 4.8, 3.0, -9.1
CCCCNC(=O)c1cc(-c2ccc(OC)cc2)on1
  -56.4, -0.7, 17.4, 34.1, 9.2, -2.2, 11.5, -7.4
Cc1ccc(-c2nnc(SCC(C)C)n2C)cc1
  -31.1, -0.8, -3.1, -41.2, -4.3, 2.4, -12.7, 6.1
O=C(CSc1ncn[nH]1)c1cc2ccccc2o1
  3.7, 4.9, 2.7, 11.6, 6.1, -4.3, -3.5, -0.7
COc1ccc(NC(=O)CCCC(=O)O)cc1Cl
  -16.0, 9.8, -1.8, 7.9, 1.4, -0.3, 1.8, -7.9
CC(C)(C)N1C(=O)c2ccccc2NC(=O)N1Cc1ccc(Br)cc1
  -3.7, 33.2, -0.4, 21.8, 16.7, 10.5, -19.1, -4.0
Cc1ccc(N2C(=O)CC(Sc3nc4ccccc4o3)C2=O)cc1Cl (stereo not drawn)
  -12.1, 40.8, -2.3, -19.2, 0.7, 18.3, 4.5, -0.2
Cc1ccccc1NC(=O)c1ccc(N/N=C/c2ccccc2O)c([N+](=O)[O-])c1
  27.8, 4.8, -10.9, 2.3, 9.5, -4.4, 21.2, -73.3
CSc1ccccc1C(=O)Nc1ccc(C)cc1C
  -3.6, 11.2, -7.6, -5.4, 3.8, 5.0, -12.2, -22.6
Cc1cccc(C)c1NC(=O)Cn1nnc(-c2ccc(N3CCOCC3)cc2)n1
  -14.2, 0.9, -2.8, -10.9, 9.1, -1.0, -12.4, 3.5
COCCn1c(SCc2ccc(F)cc2)nc2c1c(=O)[nH]c(=O)n2C
  -10.0, 0.6, 3.8, -15.6, -14.6, 10.6, ., -3.7
Cc1cccn2c(=O)c3cc(C#N)c(=N)n(Cc4cccnc4)c3nc12
  ., -12.4, -16.0, ., ., -7.7, -4.3, .
CC1=CC(c2ccc(Cl)cc2)n2nc(NC(=O)CCCC(=O)O)nc2N1 (stereo not drawn)
  8.4, 4.8, -11.7, 4.6, 2.4, -10.1, -14.5, 12.5
CC(OC(=O)c1ccccc1C(=O)N(C)c1ccccc1)C(=O)Nc1ccc(C(N)=O)cc1 (stereo not drawn)
  5.2, 5.0, 7.6, -12.6, 2.9, -7.6, -3.9, -1.9
COc1ccc(C)cc1NC(=O)C(OC(=O)c1cc(C)oc1C)c1ccccc1 (stereo not drawn)
  6.8, 3.7, 0.6, 8.7, 8.0, -0.3, 2.5, 15.4
NC(=S)c1cc2cc(Br)ccc2oc1=O
  5.3, 23.9, 4.0, -0.1, 1.0, 16.4, 1.1, -9.9
CCC(c1nnnn1CCOC)N1CCN(c2nc3ccccc3s2)CC1 (stereo not drawn)
  -3.0, 10.6, 3.2, -5.9, 10.4, -3.6, 1.2, 8.5
O=C(CSc1nnnn1-c1ccccc1)c1ccco1
  -2.8, 12.2, 4.3, -10.8, 11.5, -1.2, -23.4, -2.8
CCc1ccc(C2CC(c3ccc(Cl)cc3)=NNC2=O)cc1 (stereo not drawn)
  5.3, -6.7, 61.4*, 11.4, 15.1, -25.7, -2.2, 6.1
CCOc1ccccc1CN1CCN(Cc2cccc3nonc23)CC1CCO (stereo not drawn)
  10.4, -8.8, 4.8, 2.5, 14.8, -1.3, 28.4, 0.8
O=C1/C(=C\c2ccc(O)cc2)SC(=S)N1/N=C/c1ccc(O)cc1
  -20.1, 66.2*, 10.6, -4.1, 30.0, 47.1*, -1.8, -87.4
CC1CCCN(CCCNC(=O)C2CCC(CNS(=O)(=O)c3cccc4nsnc34)CC2)C1 (stereo not drawn)
  16.4, 11.5, -10.0, -0.4, 1.4, -5.0, 22.2, -4.8
CCOC(=O)/C(=N\Nc1cc(Cl)ccc1Cl)N1CC(C)OC(C)C1 (stereo not drawn)
  5.5, 20.1, 5.6, -16.8, -21.8, 8.1, -0.3, -10.3
Cc1ccc(S(=O)(=O)N2CCOCC2)cc1NC(=O)COC(=O)Cc1ccsc1
  8.6, 13.5, -10.4, -17.5, -7.6, -9.7, 0.0, -10.7
O=C1c2ccccc2NC(c2ccc(-c3ccc(C(F)(F)F)cc3)o2)N1O (stereo not drawn)
  -7.6, -24.1, 1.4, -32.5, -12.5, -4.0, -4.3, -14.8
CC1(C)CC(NC(=O)C23CCC(C)(C(=O)C2)C3(C)C)CC(C)(C)N1 (stereo not drawn)
  7.1, 8.3, -7.8, 5.0, 7.6, -19.6, 2.9, 9.8
N=C1SCC(=O)N1/N=C/c1ccccc1
  -14.4, -3.7, -5.5, -16.1, 8.2, -9.8, -0.8, 10.2
COC(=O)CC1SC(=O)NC1=Nc1ccc(C)cc1 (stereo not drawn)
  3.0, -8.1, -1.6, -6.7, 9.5, 0.4, 3.9, 5.3
Cc1ccc(COC(=O)c2cccc(S(=O)(=O)N3CCCCCC3)c2)cc1
  -11.8, 2.9, 17.4, -11.6, -5.7, 9.5, 2.6, -8.4
CN1C(=O)N(CN2CCCCC2)C2C1N(C)C(=O)N2CN1CCCCC1 (stereo not drawn)
  1.5, -8.4, -4.3, 28.9, 3.5, 3.7, -3.5, 3.6
COc1ccc(CCN2C(=S)NC3CC2(C)Oc2ccc([N+](=O)[O-])cc23)cc1OC (stereo not drawn)
  -6.1, 12.7, -2.5, -64.9, 11.2, 7.0, 44.5, -19.3
O=C(Nc1nc2ccc(Cl)cc2s1)c1ccc(N2CCCCC2)c([N+](=O)[O-])c1
  -6.6, 36.7, 1.1, 8.0, 28.0, 20.6, -3.1, -20.3
CCSc1nnc(NC(=O)CCNS(=O)(=O)c2ccccc2F)s1
  -0.5, -3.0, -14.9, 8.7, -37.1, -1.9, 9.0, -7.6
S=P(c1ccc(N2CCOCC2)cc1N1CCOCC1)(N1CCOCC1)N1CCOCC1
  ., -4.2, -8.7, ., ., -2.3, -11.9, .
CS(=O)(=O)c1ccccc1-c1nnc(NC(=O)c2ccc(S(=O)(=O)N3CCCC3)cc2)o1
  -6.8, -0.4, -9.9, 7.6, 9.4, 9.0, 16.8, -21.7
O=C(N/C=N/O)C1=NOC(CNc2ncc(C(F)(F)F)cc2Cl)C1 (stereo not drawn)
  21.6, 4.9, 10.4, 8.4, -5.7, -0.2, -7.1, 13.9
S=C(Nc1cccc2ccccc12)NC1CCCCC1
  -39.7, 15.6, 0.7, -34.8, -71.7, 0.8, 2.6, -7.7
S=c1ncc2[nH]c(=S)[nH]c2[nH]1
  ., 1.7, 13.1, ., ., -7.4, -16.5, .
Cc1cccc(NC(=O)CSc2ccc(C(N)=O)cc2[N+](=O)[O-])c1C
  -4.1, 1.9, -8.6, 1.9, -44.5, -2.3, -8.9, -6.9
O=c1[nH]cnc2c1c(-c1ccccc1)cn2-c1ccc(Br)cc1
  15.2, 1.4, 8.7, 15.4, 11.2, 12.1, -7.0, -2.2
CC(CCc1ccccc1)NC(=O)c1ccc(Br)o1 (stereo not drawn)
  -19.7, 5.3, 7.2, -2.6, -6.0, 4.8, 0.1, 5.3
CC(=O)c1ccc(N(CC(=O)NC2CCCC2)C(=O)c2csnn2)cc1
  -23.1, 8.7, -3.9, -3.7, 9.9, -4.2, -13.1, -6.9
CCN1CCN(Cc2c(O)ccc3c(=O)c(-c4ccc(OC)c(OC)c4)c(C(F)(F)F)oc23)CC1
  2.0, -3.8, -8.0, -13.4, -7.6, -4.5, -10.7, -10.4
O=Cc1cn(-c2ccccc2)nc1-c1ccc2c(c1)OCCO2
  -120.3, -25.4, -11.8, -149.2, -23.4, 0.4, -20.8, 9.8
CCC(C(=O)NCc1ccc(OC)cc1)n1nc(C)n2c(cc3occc32)c1=O (stereo not drawn)
  -7.7, 7.2, -8.2, -33.0, -1.3, -8.9, 5.9, -7.2
CC(C)c1ccc(CNC(=O)CCc2ccccc2)cc1
  -10.0, 15.9, 23.9, 0.7, 12.6, 6.3, -22.2, 12.2
COc1cc(F)c(C2=CC(=O)CC(C)(C)C2)cc1F
  7.8, 9.2, 13.3, 4.3, 9.3, 1.9, -12.0, 9.3
CCOc1ccc2nc(NC(=O)c3ccoc3C)sc2c1
  -168.0, 4.2, 1.3, -373.8, -5.0, -3.2, 4.3, 15.8
CC1Cc2ccccc2N1C(=O)CSc1nnnn1-c1ccc2c(c1)OCCO2 (stereo not drawn)
  -17.7, 8.1, -3.0, -2.0, 6.9, 2.2, 5.3, 7.2
O=C(CCC(F)(F)F)N1CCC(CO)(CCc2ccccc2)CC1
  3.3, 2.0, -6.8, -1.7, 12.3, 0.6, 6.6, 0.7
Cc1ccc(/C=N/NC(=O)CNC(=O)c2cccc([N+](=O)[O-])c2C)o1
  -4.0, 1.2, -1.0, 5.9, 4.0, -3.0, -6.5, -15.4
CN1CCN(C(=O)c2ccc3c(=O)n4c(nc3c2)CCCCC4)CC1
  4.3, 0.0, 1.3, 6.8, -21.6, -3.5, 2.6, 2.0
O=C(N1CCOCC1)N1CCC(NC(=O)C23CC4CC(CC(C4)C2)C3)CC1
  -81.2, -2.5, -7.4, -59.9, 9.0, 7.1, -19.3, -3.6

# The list continues.
# Results follow in this order: Jurkat NFkB inh, CCR6 antag, EBI2 block, 697 NFkB inh, APJ antagonist, CXCR6 block, Gli-Sufu block, UBC13 polyUb
COc1ccc(Cn2cccc(NC(=O)Nc3ccc(C#N)cc3)c2=O)cc1
  20.3, -8.9, -5.8, 4.9, -0.3, -0.1, -12.7, 5.2
O=c1c2ccccc2[nH]c(=S)n1CCCN1CCN(c2ccccc2)CC1
  -19.3, -8.1, 0.7, -182.0, 2.9, 2.2, 16.6, 2.6
Cc1nnc(SCC(=O)O)o1
  10.6, 10.1, 5.8, 15.1, 6.6, -1.5, -6.2, 4.5
CC(C)c1nc(C#N)c(N2CCOCC2)o1
  -1.0, -3.6, -8.9, -16.5, -4.8, 1.0, -2.4, 5.3
O=C(Oc1ccc2c(c1)OCO2)c1ccncc1
  2.0, 13.1, -9.1, 0.0, 0.0, -12.4, 5.3, 0.8
COC(=O)[C@H]1[C@@H](C)N(CCc2cc(OC)c(OC)c(OC)c2)C(=O)N[C@H]1c1ccccc1
  18.8, 4.4, -0.1, 14.1, -53.7, -0.3, 1.1, -1.0
CC(=O)N1N=C(c2ccc(C)cc2)OC1c1cccnc1 (stereo not drawn)
  -6.7, -7.8, 5.4, -4.8, -27.5, 4.1, -7.7, 5.2

# Compound activity: PubChem BioAssay, Sanford-Burnham Center for Chemical Genomics
